# NSD2 HMT inh = NSD2 (human) methyltransferase inhibition | NSD2 peptide methylation, AlphaScreen, 120 min | inhibition, % at 12.5 µM | 0.54% of 310,000 active; in the data active = inhibition above about 50%
# Rtt109 HAT inh = C. albicans Rtt109 histone acetyltransferase inhibition | inhibition, % at 34.9 µM | 0.16% of 330,000 active | purified Rtt109/Vps75, ThioGlo CoA-SH fluorescence, 4 h | AID 540336;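 active = inhibition of at least 50% in every replicate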
# Target sequence (Q5AAJ8 whole entry, looked up): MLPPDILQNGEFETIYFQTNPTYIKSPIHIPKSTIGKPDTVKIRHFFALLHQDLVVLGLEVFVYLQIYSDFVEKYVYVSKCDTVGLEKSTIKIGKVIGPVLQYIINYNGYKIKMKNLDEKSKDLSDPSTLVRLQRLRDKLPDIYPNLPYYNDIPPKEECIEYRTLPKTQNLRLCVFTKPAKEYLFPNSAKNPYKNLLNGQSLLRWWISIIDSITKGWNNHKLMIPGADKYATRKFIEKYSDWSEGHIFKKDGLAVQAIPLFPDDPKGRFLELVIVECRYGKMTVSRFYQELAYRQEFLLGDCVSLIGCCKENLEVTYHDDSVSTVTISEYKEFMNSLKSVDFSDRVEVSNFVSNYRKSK
# Mot1-301 SUMO = SUMOylation pathway inhibition by Mot1-301 growth rescue | S. cerevisiae Mot1-301 growth rescue, ATP luminescence, 38.5C; percent above DMSO median, 100 means doubled | growth rescue, % at 18.8 µM | 1% of 320,000 active | AID 2716;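 active = every valid replicate shows activation above 250% relative to neutral control wells; inactive = the rest, any valid replicate at or below 250%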;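 note: OY570 slx delta 5 strain wells were the positive control but not used for scaling; some compounds called inactive have numbers as strong as hits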
# Cardiac RTF inh = cardiac RTF calcium desensitization; inhibition, % at 7.15 µM; IANBD-labeled cardiac RTF, Ca2+ fluorescence; 0.12% of 340,000 active; P19429+P45379;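 active = inhibition above the mean inhibition of all tested compounds plus 3 SD, cut at about 17% in these data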;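 note: assay run at fixed EC70 calcium of 1.6 mM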
# PvdQ acylase = P. aeruginosa PvdQ acylase inhibition | AID 488965 | 0.063% of 340,000 active | inhibition, % at 10 µM | purified PvdQ acylase, fluorescence plate reader; in the data active = inhibition above about 30%, passing the limit was not always enough;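 note: 0% = vehicle neutral wells and 100% = reference inhibitor wells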
# PfHsp90 set2 = inhibits growth of yeast expressing Plasmodium falciparum Hsp90; S. cerevisiae expressing PfHsp90, BacTiter-Glo ATP, 48 h; yeast lacking PDR1 and PDR3 efflux regulators; inhibition, % at 9.4 µM; AID 504621; 0.32% of 310,000 active;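 active = every replicate shows inhibition above about 80%, whatever the replicate mean, limit read from the data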;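 note: 0% = DMSO neutral controls and 100% = 20 µM radicicol positive controls; yeast relying on Plasmodium falciparum Hsp90 in place of its own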
# Keap1 Nrf2 FP = disrupts human Keap1 binding to Nrf2 peptide. 0.15% of 340,000 active. Keap1 Kelch-Nrf2 peptide fluorescence polarization, 1536-well. inhibition, % at 9.4 µM; in the data active = inhibition above about 12%;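 note: human Keap1 Kelch domain with fluorescein labeled Nrf2 9mer peptide probe; 0% = neutral control wells and 100% = peptide positive control; higher means more block of Keap1 binding to Nrf2 peptide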
# cardiac RTF act = increases calcium sensitivity of human cardiac regulated thin filaments. P19429+P45379. IANBD-labeled TnC RTF fluorescence at EC20 calcium; 0% EC20 calcium, 100% full calcium. activation, % at 7.2 µM. 0.24% of 340,000 active. AID 493008;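 active = activation above the mean over all tested compounds plus 3 SD, cut at about 30% in these data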;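 note: rise in fluorescence read as greater calcium sensitivity of cardiac thin filaments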
# dFosB activator = enhances mouse delta FosB homodimer DNA binding | activation, % at 25 µM | 0.99% of 340,000 active | purified delta FosB, TAMRA-CDK5 oligo fluorescence polarization; percent of positive-control signal above neutral wells | P13346;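 active = mean activation above about 17%, with every replicate also reaching it, limit read from the data, passing the limit was not always enough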;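 note: fluorescence polarization rise as delta FosB binds a TAMRA Cdk5 AP-1 oligo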
# C-LANA FP = blocks KSHV LANA C-terminal domain binding to DNA; MBP-C-LANA/FAM-LBS DNA binding, fluorescence polarization; inhibition, % at 9 µM; 0.078% of 340,000 active;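 active = highest replicate inhibition at or above 60% at 9 µM, even if other replicates fall short; inactive = all replicates below 60% inhibition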;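 note: 0% = neutral control wells and 100% = 4 µM acridine orange control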
# CDK5 p35 inh = blocks human CDK5/p35 kinase activity | Q00535+Q15078 | Recombinant CDK5/p35, ADP-Glo luminescence, 60 min | inhibition, % at 10 µM | 0.01% of 330,000 active | AID 488839;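 active = highest replicate inhibition of at least 50% and at least 75% of replicates reaching 50%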;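 note: plate controls were DMSO neutral control for no effect and GW8510 at 10 µM for full effect; many of its hits are not listed in these tables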
# Target sequence (Q00535 whole entry, looked up): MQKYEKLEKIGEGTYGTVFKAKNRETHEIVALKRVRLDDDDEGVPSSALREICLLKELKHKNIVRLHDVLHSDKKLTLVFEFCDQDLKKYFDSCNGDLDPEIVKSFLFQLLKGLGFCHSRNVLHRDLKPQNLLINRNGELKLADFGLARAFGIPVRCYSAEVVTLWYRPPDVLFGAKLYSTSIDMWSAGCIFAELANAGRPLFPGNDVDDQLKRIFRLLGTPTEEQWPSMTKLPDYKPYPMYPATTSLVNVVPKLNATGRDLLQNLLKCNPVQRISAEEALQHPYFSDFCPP
# Target sequence (Q15078 whole entry, looked up): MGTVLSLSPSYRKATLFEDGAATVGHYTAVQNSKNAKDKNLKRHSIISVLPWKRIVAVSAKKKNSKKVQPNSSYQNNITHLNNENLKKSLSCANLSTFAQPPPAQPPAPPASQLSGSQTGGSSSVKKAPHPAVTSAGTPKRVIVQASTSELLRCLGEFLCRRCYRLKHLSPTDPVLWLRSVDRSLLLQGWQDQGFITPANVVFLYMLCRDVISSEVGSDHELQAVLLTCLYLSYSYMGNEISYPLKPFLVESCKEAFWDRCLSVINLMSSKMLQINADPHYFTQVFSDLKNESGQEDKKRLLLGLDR
# Active calls of the source: *; · = no result given.
molecule,PfHsp90 set2,dFosB activator,C-LANA FP,NSD2 HMT inh,Keap1 Nrf2 FP,Mot1-301 SUMO,PvdQ acylase,CDK5 p35 inh,cardiac RTF act,Cardiac RTF inh,Rtt109 HAT inh
Cc1ccc(OCC(=O)N/N=C\c2ccc(-c3cccc(C(=O)O)c3)o2)c(C)c1,-10,-2,3.6,8,-7,-1,-3,-3.6,1,-4,-2
CCOc1cc(C2C(C(=O)OC(C)C)=C(C)N=C3SCCC(=O)N32)ccc1OC(C)=O (centres undefined),-13,-19,-1.8,5,-5,-12,-6,-0.2,-5,-5,-30
NC(=O)CC(NC(=O)Cc1ccc(Br)cc1)c1ccc(N2CCC(N3CCCCC3)CC2)c([N+](=O)[O-])c1 (centres undefined),4,-8,0.6,·,-2,17,-7,3.4,1,-2,0
CCC(=O)Nc1cccc(NC(=S)NC(=O)c2cccs2)c1,-3,-1,3.9,-2,-1,23,-1,1.7,-3,-11,-2
CCOC(=O)c1sc2ccccc2c1OC(=O)c1ccccc1,1,1,6.8,-1,2,-5,-9,0.1,-1,-9,-1
CCC(C)[C@H](NC(=O)NCCCN1CCOCC1)C(=O)OC (some centres undefined),-39,-7,-0.5,-3,-4,-15,-10,-1.4,3,-14,-2
CCCC(=O)Nc1cccc(NC(=O)c2ccc3c(c2)OCCO3)c1,2,-11,0.3,0,4,-36,-9,0.9,-3,0,0
COc1cc(/C=C2/C(=N)N3N=C(C)SC3=NC2=O)ccc1OS(=O)(=O)c1ccc(C)cc1,5,1,0.6,13,-1,-8,-7,-1.4,7,-9,-11
CC1=C(C(=O)OCc2ccccc2)C(c2ccccc2Cl)NC(=O)N1C (centres undefined),13,-21,-1.1,0,1,-7,11,6.0,-5,-2,16
CCN(CC)c1ccc(C=NCCc2ccc(S(N)(=O)=O)cc2)cc1,-1,-7,-1.9,-8,-6,-17,6,1.0,5,-4,8
CCCCNC(=O)CNC(=O)c1nn(-c2ccc(OC)cc2)c(=O)c2ccccc12,-3,-4,2.0,-3,-3,207,4,1.4,-3,-7,-4
CN(Cc1cccc2cnccc12)C(=O)c1cc(COc2ccc(F)cc2Cl)on1,11,-11,0.2,1,-4,0,-8,-1.5,1,-2,1
CCOC(=O)C1=CC[C@@H](c2cc(OC)c(OC)c(OC)c2)N(S(=O)(=O)c2ccc(C)cc2)[C@H]1C(=O)OCC,8,-3,0.9,·,2,6,-9,0.1,-6,-8,1
CC(C)(C)c1nc2c(C#N)c(-c3ccc(Cl)cc3)ccn2n1,-13,-17,-1.5,-7,0,187,-13,-0.9,6,-12,-8
Cc1cc(C(=O)CN2C(=O)c3ccccc3S2(=O)=O)c(C)n1CC1CCCO1 (centres undefined),·,-6,-0.6,·,3,-8,-11,-0.4,7,-6,5

# Limited to CDK5 p35 inh and Keap1 Nrf2 FP (2 entries from above):
structure | CDK5 p35 inh | Keap1 Nrf2 FP
CC(C)(C)c1nc2c(C#N)c(-c3ccc(Cl)cc3)ccn2n1 | -0.9 | 0
CCOc1cc(C2C(C(=O)OC(C)C)=C(C)N=C3SCCC(=O)N32)ccc1OC(C)=O (centres undefined) | -0.2 | -5

# Additional records follow.
molecule,PfHsp90 set2,dFosB activator,C-LANA FP,NSD2 HMT inh,Keap1 Nrf2 FP,Mot1-301 SUMO,PvdQ acylase,CDK5 p35 inh,cardiac RTF act,Cardiac RTF inh,Rtt109 HAT inh
COc1cc2c(cc1OC)CN(C(=O)c1sc(-c3cnccn3)nc1C)CC2,-13,-4,-1.1,3,-3,-2,-11,1.6,-7,-5,-4
CC(=O)Nc1ccc(S(=O)(=O)/N=C2\C(=O)c3ccccc3C([O-])=C2n2cc[n+](-c3ccccn3)c2)cc1,-1,-9,0.9,46,-2,-16,-17,-5.9,2,-7,2
O=C(CSCc1ccccc1Cl)N/N=C/c1ccco1,20,-4,-1.2,3,5,56,-1,-1.6,-4,3,7
CCOC(=O)c1c(NC(=O)CSC2=NN3CCCC(=O)N=C3S2)sc2c1CCCCC2,-17,0,1.0,·,-3,11,-6,3.6,6,4,4
O=C(CN1C(=O)c2cccc([N+](=O)[O-])c2C1=O)NCc1ccccc1,13,2,-3.2,-3,-6,-8,-5,3.2,10,1,3
CCCN1C(=O)SC(CC(=O)Nc2ccccc2C)C1=O (centres undefined),8,3,0.4,-1,-2,2,10,1.8,2,-15,-3
O=C(CC1CCCCC1)NCc1ccco1,·,1,-0.8,2,3,-11,1,-1.9,-5,-2,-3
NS(=O)(=O)c1ccc(NC(NC(=O)c2cccnc2)C(Cl)(Cl)Cl)cc1 (centres undefined),-10,-8,0.7,0,-1,3,-1,-1.4,1,-2,22
O=C(O)Cc1ccc(Oc2ncc(C(F)(F)F)cc2Cl)cc1,-1,-6,-2.4,-6,-1,9,-11,0.4,-6,-4,-3
Cc1ccc(NC(=O)CN(C)C(=O)Cn2ccsc2=N)cc1,·,-1,-0.9,0,2,115,6,0.7,0,-4,-5
COc1ccc(-n2cc(CNC(C)c3ccncn3)c(-c3cccc(F)c3)n2)cc1 (centres undefined),5,-1,0.2,1,3,24,5,-6.7,-3,-9,9
COC(=O)C1=C(C)NC(=O)NC1c1ccc2c(c1)OCO2 (centres undefined),5,-3,7.2,-1,-5,-8,12,-0.4,1,-12,7
CC(c1n[nH]c(=S)n1-c1ccc(F)cc1)N1CCCCC1 (centres undefined),·,-1,3.4,-3,0,-28,-6,-0.9,2,2,-2
CCNS(=O)(=O)c1ccc(CCC(=O)N2CCN(c3cc(Cl)ccc3C)CC2)cc1,12,-15,1.0,0,0,4,1,0.5,-8,8,-12
Cc1cc(C)c2cc(CN(CCO)Cc3nnnn3Cc3ccccc3)c(=O)[nH]c2c1,-25,-5,-1.1,·,-7,8,-13,0.1,-2,-11,-17
Cc1nc(C)n(CCNS(=O)(=O)c2ccc(C)c(C)c2)n1,24,4,-0.9,·,3,-3,0,-2.8,0,1,-3
Cc1nn(C2CCS(=O)(=O)C2)c(C)c1C=O (centres undefined),-10,3,-0.5,-5,1,-10,2,-0.9,6,9,12
COC(=O)c1ccc(NC(=O)c2c(Br)cnn2C)cc1,-12,-16,-3.3,-3,-1,12,-15,1.9,2,-7,-7
Cc1nn(CCOc2ccc(Br)cc2)c(C)c1[N+](=O)[O-],-2,-7,-1.0,-2,0,14,-14,0.9,-1,0,1
O=C(Nc1ccc(OCC(=O)N2CCOCC2)cc1)c1cc(F)c(F)cc1Cl,-4,5,1.4,-1,-5,9,-16,-3.0,-6,-21,-1
COCCN(C(=O)CCC(=O)Nc1ccccn1)C(C(=O)NCCC(C)C)c1ccc(OC)cc1 (centres undefined),-44,-4,-0.8,0,-9,-5,-8,-1.6,-2,2,1
O=C(c1ccc(N2C(=O)C3C4CC(C(Br)C4Br)C3C2=O)cc1)N1CCCCC1 (centres undefined),-1,-1,0.5,42,-2,·,2,-1.3,-2,4,0
OCCC1CN(Cc2cc3c(cc2Cl)OCO3)CCN1C1CCCC1 (centres undefined),9,-7,0.3,-9,0,0,10,-1.5,1,1,3
CC(C)c1ccccc1NC(=S)N1CCN(Cc2ccc3c(c2)OCO3)CC1,3,-3,0.6,32,1,179,3,0.3,-1,9,-1
CN1/C(=C\C=C(/C#N)C(=O)Nc2ccccc2F)C(C)(C)c2ccccc21,16,3,26,-2,1,6,-8,2.5,39*,-31,4
COc1ccc(Nc2c3c(nc4c(-c5ccccc5)c(C)nn24)CCC3)cc1,-2,1,3.1,-4,7,-5,1,-0.9,1,3,-5
COC(=O)C1C(c2ccc(OC)cc2)C(C(=O)OC)S(=O)(=O)C(CCN2CCCCC2)S1(=O)=O (centres undefined),5,-2,-0.5,-1,-5,93,3,1.5,4,-7,9
CCC(C)(C)n1nnnc1CN1CCN(c2nc3cc(OC)ccc3cc2C#N)CC1,30,9,1.4,-8,-3,-8,-14,1.0,8,-13,-10
Cc1ccccc1NC(=O)c1ccc(S(=O)(=O)C(F)F)cc1,14,-5,2.6,-2,-4,0,-6,-0.6,3,-7,2
COc1ccccc1C1=CC(=O)C[C@H](c2ccc3c(c2)OCO3)C1,-30,-10,-0.1,·,-3,0,-7,-1.5,10,-11,3
CC1CCCCN1C(=O)NC12CC3CC(CC(C3)C1)C2 (centres undefined),16,-3,0.3,-4,6,-19,-2,0.4,3,2,-33
Cc1ccc(C(=O)NN2C(=O)/C(=C/c3cn(C)c4ccccc34)SC2=S)cc1,17,-38,3.3,-4,-2,-3,-1,0.4,77*,-55,-2
CCOC(=O)N1CCN(c2cc(N)c([N+](=O)[O-])cc2F)CC1,-14,2,0.0,1,-2,-21,-11,-1.2,7,-4,-7
O=C1Cc2ccccc2C(=O)N1OCc1ccc(Cl)cc1Cl,9,-5,-1.4,-2,0,227,0,0.8,-1,5,-6
O=C(CSc1nc(-c2ccco2)cc(C(F)(F)F)n1)NCc1cccs1,-37,6,5.5,-1,2,1,5,-0.1,2,8,-3
O=C(NCc1cccnc1)c1ccc(COc2ccc(Cl)cc2Cl)o1,31,-11,0.3,-1,-7,-2,-16,0.4,-1,-6,-5
COc1ccc(CC(=O)Nc2nc3n(n2)C(c2ccccc2)CC(=O)N3)cc1OC (centres undefined),-4,-4,-1.6,0,1,-21,-1,2.8,-3,-7,1
CCCn1c(=O)c2c(nc3n2CCN3Cc2ccco2)n(C)c1=O,-11,5,-2.3,-3,-2,-19,2,0.3,4,4,0
COc1cc(NC(=O)CCc2nnc3ccc(N4CCN(c5cccc(OC)c5)CC4)nn23)cc(OC)c1,-27,-3,0.6,-3,-4,-1,-13,0.8,-3,-5,-5
CCCc1cc(=O)oc2c(C)c(OC(C)C(=O)NCCN3CCOCC3)ccc12 (centres undefined),23,-16,1.0,9,-1,4,-2,-0.5,-4,-6,5
S=C(Nc1ccccn1)NC1CCCC1,9,-1,0.3,-2,2,-13,5,-0.2,-3,-2,-1
CCN(CC)C(=O)CCSc1nnc(-c2ccco2)o1,·,-4,-0.9,-3,0,147,-16,-1.7,1,-4,-19
COC(=O)c1cc(-c2ccccc2)nc2nc(SC)[nH]c(=O)c12,6,-6,-2.1,0,-5,-11,9,-0.1,-9,-3,-10
CC(=O)Nc1ccc(S(=O)(=O)NC2(C(F)(F)F)C(=O)Nc3c2c(=O)[nH]c(=O)n3C)cc1 (centres undefined),-15,5,-0.6,-1,-4,-15,-18,-2.0,-3,-8,8
CC(=O)N(/N=C1\Sc2ccccc2C1=O)c1cccc(C)c1,·,-9,-0.9,40,-10,9,-8,2.8,3,-17,5
CCOC(=O)C1=C(C)NC2=C(C(=O)C(C(=O)OC)C(C)C2)C1c1ccc(OC)c(O)c1 (centres undefined),26,-3,0.7,35,-2,26,-10,1.1,8,-6,1
Cc1cc(OC(=O)c2ccccc2Br)cc(=O)n1C,-19,3,0.1,2,-26,-23,-5,-0.7,2,-3,4

# Screens from PubChem BioAssay.
